ABHD5-PLIN5 inh: blocks binding of human ABHD5 to perilipin-5. Split G. princeps luciferase complementation, luminescence, 4 h. inhibition, % at 4 µM. hit rate 0.78% among 360,000. AID 602281;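 active means inhibition above the mean inhibition across every tested compound plus 3 SD, cut at about 22% in these data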;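 further: 0% = DMSO only wells and the 100% control is not disclosed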
MC4R antagonist: antagonists of human melanocortin 4 receptor (MC4R); MC4R-expressing cells, MTII-stimulated cAMP, LANCE TR-FRET; inhibition, % at 6.5 µM; hit rate 0.48% among 360,000; AID 540295;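 active means inhibition above its plate's cutoff, the mean of tested wells on that plate plus 3 SD, cut at about 29% in these data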;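 further: 0% = Melanotan II alone and 100% = Melanotan II plus saturating MCL0020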
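Assay system: human MC4R-expressing U2OS cells; reagent: Melanotan II stimulation of cells; dosing: 6.5 µM single dose; timing: compound 30 min, challenge 1 h, detection 1 h; signal: TR-FRET cAMP assay; replicates: one well per compound, no replicates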
EBV LMP1 NFkB: reduces LMP1-driven NF-kappaB luciferase signal. LMP1-induced NF-kappaB luciferase reporter cells, luminescence. inhibition, % at 12.5 µM. hit rate 0.69% among 350,000; in the data active means inhibition above about 41%;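 further: 0% = neutral control wells and 100% = reference inhibitor control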
NCOA2 inhibitor: human SRC2 (NCOA2) inhibition; HEK293 GAL4-SRC2 luciferase reporter, luminescence; inhibition, % at 9 µM; AID 651957; hit rate 0.17% among 370,000; Q15596;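 active means inhibition above the mean inhibition of all tested compounds plus 3 SD, set per campaign, cut at about 52% in these data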;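 further: 0% = DMSO treated cells and 100% = cells given Gossypol at 36 µM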
NR2F2 inh: blocks human COUP-TFII nuclear receptor; AID 686940; HEK293T NGFI-A luciferase reporter, luminescence; inhibition, % at 8.6 µM; hit rate 0.7% among 370,000; P24468;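 active means inhibition above a per-plate cutoff, mean inhibition of test wells between control levels plus 3 SD, cut at about 38% in these data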;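 further: cells cotransfected with COUP-TFII expression vector driving the NGFI-A reporter; 0% = median of COUP-TF2 test wells and 100% = reporter-only cells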
LRH-1 inv ag: NR5A2 inverse agonism in reporter assay. HEK293T StAR-luciferase reporter, LRH-1 transfected, 24 h. inhibition, % at 3.6 µM. hit rate 0.13% among 360,000. AID 602396;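 active means inhibition above the mean inhibition of all tested compounds plus 3 SD, cut at about 73% in these data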;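 further: 0% = DMSO wells and 100% = reporter-only cells lacking LRH-1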
NCOA1 inh: inhibits human SRC1 coactivator; Q15788; HEK293 GAL4-SRC1 luciferase reporter, luminescence; inhibition, % at 3.6 µM; hit rate 0.12% among 360,000; AID 588354;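 active means inhibition above the campaign mean plus 3 SD, with each screening campaign given its own cutoff, cut at about 60% in these data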;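 further: 0% = DMSO treated cells and 100% = gossypol at 36 µM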
Target sequence (Q15788 whole entry, looked up, the tested form may be a part): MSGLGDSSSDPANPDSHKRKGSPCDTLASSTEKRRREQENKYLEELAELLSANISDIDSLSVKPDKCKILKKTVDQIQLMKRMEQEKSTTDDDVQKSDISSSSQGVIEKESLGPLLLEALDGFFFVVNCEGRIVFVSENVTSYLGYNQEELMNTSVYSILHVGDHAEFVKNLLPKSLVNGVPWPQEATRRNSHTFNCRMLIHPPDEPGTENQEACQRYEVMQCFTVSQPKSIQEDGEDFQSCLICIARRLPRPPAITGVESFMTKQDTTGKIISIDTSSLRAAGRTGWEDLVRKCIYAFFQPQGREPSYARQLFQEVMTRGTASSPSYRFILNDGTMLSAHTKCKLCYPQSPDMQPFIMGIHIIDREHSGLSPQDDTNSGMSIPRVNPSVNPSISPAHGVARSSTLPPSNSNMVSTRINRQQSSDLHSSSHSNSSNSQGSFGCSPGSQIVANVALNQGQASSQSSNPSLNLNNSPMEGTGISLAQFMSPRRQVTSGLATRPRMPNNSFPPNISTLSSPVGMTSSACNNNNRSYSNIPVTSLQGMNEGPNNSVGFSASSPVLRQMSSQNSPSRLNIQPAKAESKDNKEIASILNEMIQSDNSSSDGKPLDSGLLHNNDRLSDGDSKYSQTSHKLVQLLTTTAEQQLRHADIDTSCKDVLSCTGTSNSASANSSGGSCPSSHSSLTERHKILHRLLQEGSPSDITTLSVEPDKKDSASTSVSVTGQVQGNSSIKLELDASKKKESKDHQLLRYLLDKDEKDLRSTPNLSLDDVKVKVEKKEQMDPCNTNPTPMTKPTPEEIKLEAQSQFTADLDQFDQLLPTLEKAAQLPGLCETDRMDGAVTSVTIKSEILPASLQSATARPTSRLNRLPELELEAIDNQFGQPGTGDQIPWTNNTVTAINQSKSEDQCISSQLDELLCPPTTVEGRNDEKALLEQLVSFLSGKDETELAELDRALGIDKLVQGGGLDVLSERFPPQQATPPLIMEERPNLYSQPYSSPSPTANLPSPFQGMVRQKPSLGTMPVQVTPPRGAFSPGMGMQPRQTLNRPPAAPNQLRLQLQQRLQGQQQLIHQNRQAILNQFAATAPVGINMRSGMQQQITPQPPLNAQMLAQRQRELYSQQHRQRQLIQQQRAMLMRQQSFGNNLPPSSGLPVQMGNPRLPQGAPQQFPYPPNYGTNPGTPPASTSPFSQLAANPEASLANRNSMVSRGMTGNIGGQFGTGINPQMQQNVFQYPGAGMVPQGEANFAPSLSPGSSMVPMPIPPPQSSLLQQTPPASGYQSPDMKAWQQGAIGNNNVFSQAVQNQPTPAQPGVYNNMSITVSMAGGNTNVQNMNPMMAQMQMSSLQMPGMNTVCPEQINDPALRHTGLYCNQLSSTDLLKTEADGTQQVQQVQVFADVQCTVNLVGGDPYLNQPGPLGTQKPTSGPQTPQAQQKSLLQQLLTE
MC4R ag barr: human MC4R agonism via beta-arrestin; U2OS MC4R beta-arrestin complementation, luminescence; percent of melanotan II response, DMSO zero; activation, % at 8.9 µM; hit rate 0.98% among 360,000; AID 540308;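 active means activation above a per-plate cutoff, the mean activation of sample wells on that plate plus 3 SD, cut at about 8% in these data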
TLR9-MyD88 block: TLR9-MyD88 interaction inhibition. Q9NR96+Q99836. CHO BLA complementation TLR9-MyD88, CCF4 FRET ratio. hit rate 0.21% among 340,000. inhibition, % at 4.98 µM;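 active means inhibition above the mean over all tested compounds plus 3 SD, cut at about 21% in these data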;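 further: 0% = DMSO only wells and 100% = clavulanate BLA inhibitor control wells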
NCOA3 inh: inhibits human SRC3 coactivator; Q9Y6Q9; HEK293 GAL4-SRC3 luciferase reporter, luminescence; inhibition, % at 3.6 µM; hit rate 0.17% among 360,000; AID 588352;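 active means inhibition above a per-campaign cutoff, the mean of all compounds plus 3 SD, cut at about 60% in these data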;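 further: 0% = DMSO-treated cells and 100% = gossypol-treated cells at 36 µM; higher means less SRC3-driven luciferase light from the GAL4 reporter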
NOD2 RIPK2 PPI: NOD2-RIPK2 protein interaction inhibition. O43353. CHO BLA complementation NOD2-RIPK2, CCF4 ratio. inhibition, % at 4.98 µM. hit rate 0.38% among 360,000; in the data active means inhibition above about 21%;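 further: 0% = vehicle only and 100% = reference blocker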
* marks the source's active call; other numbers are inactive results; / = no result given.

SMILES	ABHD5-PLIN5 inh	MC4R antagonist	EBV LMP1 NFkB	NCOA2 inhibitor	NR2F2 inh	LRH-1 inv ag	NCOA1 inh	MC4R ag barr	TLR9-MyD88 block	NCOA3 inh	NOD2 RIPK2 PPI
COc1ccc(C(=O)Nc2nc3nc(-c4ccccc4)cc(=O)n3[nH]2)cc1	5.8	4.4	-7.7	-17.7	-4.2	-11.1	-2.6	-0.5	6.0	5.6	-1.6
N#Cc1c(/N=C/c2ccco2)sc2c1CCCCC2	-10.5	-5.6	-6.1	-2.8	1.2	21.8	-8.8	-0.3	0.4	-23.7	-9.0
Cc1ccc(CCNC(=O)C2CCC(=O)N2C2CCCC2)cc1 (stereo unspecified)	-5.0	-1.0	-5.6	0.7	-10.3	15.8	7.5	1.4	-3.3	3.2	-8.5
CCOc1cc(/C=N/NC(=O)C(C)Sc2ccccc2)ccc1O (stereo unspecified)	-6.3	5.0	-3.9	-15.8	-18.7	2.4	-8.7	-4.0	1.9	21.3	5.3
CN[C@H]1C[C@H]2c3[nH]c4ccc(-c5cccc(C)c5)cc4c3CCN2C[C@H]1[C@H](C)O	18.7	3.0	-65.7	-33.9	4.4	11.2	-3.2	2.0	14.9	-40.9	9.2
O=C(Nc1ccccc1C(F)(F)F)N1CCC(N2CCCCC2)CC1	6.4	14.1	7.0	-14.2	8.1	-2.6	-7.9	1.9	-6.5	6.6	-12.5
COCCNC(=O)CN(c1ccc(C)cc1)S(=O)(=O)c1ccc(SC)cc1	-8.0	-7.0	-1.2	-14.6	-1.6	9.3	-1.2	-1.7	-0.8	5.0	5.4
COc1cc2c(cc1OC)CN(Cc1ccccc1)CC2	1.1	10.0	2.7	-9.3	-4.8	3.8	-9.2	-0.4	-7.1	5.1	-0.9
CCCSc1nc2c(=O)[nH][nH]c(=O)c2n1Cc1ccccc1	8.8	8.9	3.9	3.1	-3.8	-0.5	-0.9	-1.0	-9.6	9.1	-0.3
O=C(O)COn1c(-c2ccccc2)nc2ccc([N+](=O)[O-])cc21	-3.1	2.4	-11.0	-115.9	-44.3	-145.4	-150.8	-3.0	-2.2	-97.2	-2.1
COC(=O)c1ccc(NC(=O)Nc2ccc(OC)cc2)cc1	-0.5	-5.1	-9.6	-22.7	-39.4	-17.3	1.1	-3.4	-1.8	0.5	8.1
Cc1cc(NS(=O)(=O)c2ccc(NC(=O)C(C)Oc3ccc4c(C)cc(=O)oc4c3)cc2)no1 (stereo unspecified)	2.2	1.2	-2.7	-13.7	9.6	-8.1	-6.8	0.2	2.2	2.7	3.0
CC1CCCCC1NC(=O)c1ccc(-n2cncn2)c([N+](=O)[O-])c1 (stereo unspecified)	-1.8	6.8	3.2	-15.6	9.5	-15.2	-21.9	-3.3	-5.8	5.0	-8.1
Cc1nc(C)c(-c2ccc(SCC(=O)Nc3ccc(C)c(Cl)c3)nn2)s1	-1.2	-0.9	6.2	-7.4	12.6	23.4	-12.1	10.3*	-1.5	-13.8	2.5
N#CC(C#N)=Cc1ccc(-c2ccc(S(=O)(=O)N=C(N)N)cc2)o1	27.6*	-6.1	5.1	7.6	-6.8	3.3	2.4	-2.0	-3.5	8.7	-5.1
COc1ccc(CNC(=O)CCNS(=O)(=O)c2ccc(C)cc2)cc1	2.9	8.5	1.8	12.4	-12.8	0.3	-8.2	-1.9	-7.7	-3.2	-0.7
O=C(COc1ccccc1Cl)N1CCCC1	3.0	4.8	-2.7	-16.4	-5.4	1.6	1.2	0.6	-0.3	-9.2	-6.3
COc1cc(C(=O)OCC(=O)N(C)c2ccccc2)cc(OC)c1OC	4.4	-5.7	-2.5	-7.8	-7.9	-3.1	9.1	1.1	-5.7	-12.0	-6.7
CCOC(=O)CN(c1cccc(C(C)=O)c1)S(C)(=O)=O	3.8	-1.3	-4.4	/	/	3.8	14.8	-0.7	-6.0	-10.4	-15.2
Cc1cccnc1Oc1ncccc1N	12.7	6.2	/	13.9	-2.9	15.2	4.5	-2.4	/	7.9	-16.2
CCCCN1C(=O)NC(NC(C)=O)(C(F)(F)F)C1=O (stereo unspecified)	-1.0	2.5	2.2	-5.5	0.2	-4.4	1.7	-0.2	-9.0	-4.8	-6.2
O=C(CCCN1C(=O)/C(=C/c2ccccc2Cl)SC1=S)Nc1ccccn1	3.0	11.9	16.7	68.8*	40.5*	30.3	20.2	-2.1	-4.5	14.6	-9.7
c1ccc(-n2ncc3c2ncn2cnnc32)cc1	-1.2	-2.0	0.9	-7.5	-12.1	-6.1	-35.7	-0.1	2.1	3.0	-10.4
Cc1cc(C)n2nc(SCC(=O)c3cc(C)n(-c4cc(C)on4)c3C)nc2n1	-13.5	-5.5	17.8	22.9	24.9	1.4	10.5	-0.6	-14.4	21.2	-6.4
Cc1cc([N+](=O)[O-])c(C)cc1-c1ccc(/C=N/NC(=O)Cn2nnnc2N)o1	-2.7	-4.1	4.3	6.6	-0.6	9.2	3.6	-0.2	-1.9	0.8	6.2
Following part
SMILES	ABHD5-PLIN5 inh	MC4R antagonist	EBV LMP1 NFkB	NCOA2 inhibitor	NR2F2 inh	LRH-1 inv ag	NCOA1 inh	MC4R ag barr	TLR9-MyD88 block	NCOA3 inh	NOD2 RIPK2 PPI
CCCOc1ccc(C(C(=O)OCCN(CC)CC)c2ccccc2)cc1 (stereo unspecified)	10.7	0.8	12.3	-20.0	-4.5	-5.6	4.8	1.5	-10.2	-1.6	-3.8
NC(=O)NC(=O)COC(=O)c1sc2ccccc2c1Cl	-8.0	-0.8	-5.4	-2.9	-5.2	9.1	1.8	5.2	-11.4	1.2	5.3
COc1ccc(N2CCN(Cc3nnnn3C3CCCCC3)CC2)cc1	-3.5	-2.2	4.6	-4.7	-9.3	7.5	-15.2	-3.0	5.7	10.9	2.3
O=C(Nc1nnc(S(=O)(=O)N2CCOCC2)s1)c1ccc(F)cc1	10.2	7.8	-5.7	4.5	10.1	-10.6	-1.4	-0.6	4.0	4.0	-17.6
COc1ccc(C(=O)NCC(c2ccccc2)c2ccccc2)cc1S(=O)(=O)N1CCOCC1	-5.7	9.2	-0.6	30.6	9.4	-1.2	1.6	-0.5	-4.0	1.1	8.5
Cc1cc(NC(=O)CSc2nnc(-c3ccc(Br)o3)n2Cc2ccccc2)no1	3.9	7.2	-3.0	4.4	16.2	-8.0	-3.2	-1.7	-4.4	16.7	0.1
CCCc1ccc2oc(C(=O)N3CCN(C4CCS(=O)(=O)C4)CC3)c(C)c2c1 (stereo unspecified)	-9.2	15.1	-1.8	-36.3	-18.4	31.7	-14.2	-2.1	-6.7	-18.7	-3.7
S=C(NCCCN1CCOCC1)Nc1ccc(Cl)cc1Cl	1.9	-5.2	-3.5	-6.0	-9.6	-5.4	10.0	0.0	-4.2	2.6	1.1
Cc1c(Cl)cccc1NC(=O)CN(C1CCCCC1)S(C)(=O)=O	-7.0	3.9	-4.9	14.0	2.4	8.1	3.2	3.0	0.2	-6.9	-2.6
COC(=O)c1ccc(NC(=S)N2CCN(Cc3ccccc3Cl)CC2)cc1	-9.8	0.4	3.8	-4.7	-0.3	-4.0	6.3	0.4	-6.8	-0.3	1.4
CCOc1ccccc1NC=C1C(=O)OC2(CCCCC2)OC1=O	-5.3	-1.3	-3.2	-3.7	-4.1	5.3	-8.7	0.6	1.1	-4.4	-0.8
COc1ccc(OC)c(CNC(=O)CCc2cn(C)c3ccccc23)c1	-8.7	-3.9	1.7	-1.8	10.2	0.9	5.4	-1.1	0.0	-54.0	1.9
COc1ccc(Br)cc1CN(C)CC(=O)NCCc1ccc(S(N)(=O)=O)cc1	-8.4	7.3	2.6	5.3	12.9	-3.2	-44.0	-1.3	0.0	-2.4	2.4
O=C(Nc1ccc2nsnc2c1)N1CCCCC1	-7.5	-4.6	-6.4	-23.6	-16.4	-7.5	-30.2	-2.3	5.9	-20.8	12.7
COCCNC(=S)N1CCN(c2nc(-c3ccc(F)cc3)cs2)CC1	-3.3	0.8	13.4	6.4	14.2	1.5	4.4	-1.1	-7.8	-11.4	-10.4
Cc1ccc(C)c(C(=O)OCC(=O)Nc2ccc(N3CCOCC3)cc2)c1	11.2	-4.0	-11.3	26.0	3.0	22.1	4.0	2.5	3.0	6.0	6.5
CC(C)NCCOCCOc1ccc(Cl)cc1Br	9.6	13.3	-1.7	-48.2	8.2	8.2	-2.9	0.7	-7.3	8.8	-5.7
O=C(COC(=O)c1ccc2c(c1Cl)C(=O)c1ccccc1C2=O)NC1CC1	0.5	10.8	-4.1	-1.9	2.5	9.3	-42.7	-2.4	11.9	-35.8	1.2
O=C(COc1ccc(Cl)cc1Cl)NNC(=S)NCc1ccco1	-0.7	7.4	-5.4	3.1	1.5	-29.2	-6.2	2.3	-20.1	-14.0	2.7
Cc1cc(-c2ccccc2)c2nncn2n1	-2.3	0.0	-0.7	11.9	3.1	4.8	-13.3	-1.1	4.2	-1.7	-7.4
COc1ccc(OCc2cc(C(=O)N3CCCCCCC3)no2)c(Cl)c1	-2.0	-1.6	-19.8	-55.3	-27.0	-1.5	-78.0	-2.5	-3.0	-13.5	-4.5
O=C(/C=C/c1ccccc1)OCC(=O)N1CCCC1	4.3	12.9	5.6	-31.9	-8.2	-11.1	-21.4	1.0	-4.0	-11.0	-6.5
COc1cc2[nH]c(=S)n(N(C(C)=O)C(C)=O)c(=O)c2cc1OC	2.2	6.5	-4.4	-6.8	-11.4	14.9	-17.5	-0.6	-2.0	-11.1	6.6
Cn1c(Oc2ccc(F)cc2F)c(C=O)c2ccccc21	-1.3	-3.9	0.1	11.8	-9.9	-11.3	-14.5	-4.0	-5.3	20.9	-2.5
N#Cc1c(-c2ccccc2)nc(N2CCN(Cc3ccccc3)CC2)[nH]c1=O	-9.2	-1.9	4.6	5.0	-6.3	6.7	10.7	-1.6	-0.4	-6.2	7.7
(listing goes on)
SMILES	ABHD5-PLIN5 inh	MC4R antagonist	EBV LMP1 NFkB	NCOA2 inhibitor	NR2F2 inh	LRH-1 inv ag	NCOA1 inh	MC4R ag barr	TLR9-MyD88 block	NCOA3 inh	NOD2 RIPK2 PPI
NS(=O)(=O)c1ccc(CNC(=O)c2cc(-c3ccccc3)nc3ccccc23)cc1	7.0	3.5	-5.1	-14.4	-7.5	-1.1	8.8	1.4	6.7	-5.4	-12.4
COc1ccccc1N1CCN(C(=S)Nc2cccc(C)c2)CC1	-3.6	-5.8	12.3	19.2	-2.8	23.4	13.2	-2.4	-0.5	29.5	-8.6
O=C(Nc1ccc2ncccc2c1)c1ccccc1Cl	9.5	-5.0	2.5	10.9	17.3	-1.2	4.1	6.3	1.1	10.1	4.4
O=C(Cn1cc(CNC(=O)C2CCCCC2)nn1)Nc1cc(C(F)(F)F)ccc1Cl	-1.9	5.0	42.4*	-10.7	1.8	-2.5	-7.5	-0.3	0.7	9.9	-0.8
CC(C)(C)NC(=O)CSc1nnc(Cc2ccc3c(c2)OCO3)n1C1CCCCC1	-1.2	7.8	-6.9	-4.1	19.7	-2.2	9.0	-2.5	3.1	-7.1	1.2
COC(=O)C[C@H]1c2ccc(C(F)(F)F)cc2S(=O)(=O)N1Cc1ccccc1	0.7	2.6	1.7	23.4	0.2	-15.3	-7.8	-0.4	-7.1	6.1	-4.4

Screening results deposited in PubChem BioAssay by several laboratories.

Only part of the results is shown (hit frequency here may not be typical).
